Bcl-2 Bim block: inhibitors of Bim-Bcl-2 binding, primary screen, biochemical, multiplexed, human Bcl-2 family; Apoptosis regulator Bcl-2 (Homo sapiens), P10415; inhibition, % at 10 µM; Bead-based flow cytometry, Bim peptide-Bcl-2 binding; 0.06% of 190,000 active; in the data active means inhibition above about 40%; inconclusive means no clear call, values can overlap the other calls;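 further: 0% = no compound wells with probe peptide and 100% = reference peptide inhibitor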
Target sequence (P10415 whole entry, looked up): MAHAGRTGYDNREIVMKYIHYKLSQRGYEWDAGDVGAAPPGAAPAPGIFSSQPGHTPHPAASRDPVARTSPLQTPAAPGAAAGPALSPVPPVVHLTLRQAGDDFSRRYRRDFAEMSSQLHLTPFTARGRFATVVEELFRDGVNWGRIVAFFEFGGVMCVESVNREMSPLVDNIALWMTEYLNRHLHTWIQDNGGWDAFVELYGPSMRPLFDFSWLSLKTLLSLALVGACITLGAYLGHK
RGS7-Gao: RGS7-Galphao binding modulators, primary screen, biochemical, multiplexed bead flow cytometry; actives lie on both sides; AID 1439, 2008; 0.35% of 220,000 active; Guanine nucleotide-binding protein G(o) subunit alpha (Homo sapiens), P09471; binding response (% of control), % at 10 µM; in the data active means binding response below about 49% or above about 150%; inconclusive means no clear call, values can overlap the other calls; inactive means in between;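 further: fluorescent Galphao held in activated GDP-AlF4 state binding bead-coupled RGS7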
Target sequence (P09471 whole entry, looked up): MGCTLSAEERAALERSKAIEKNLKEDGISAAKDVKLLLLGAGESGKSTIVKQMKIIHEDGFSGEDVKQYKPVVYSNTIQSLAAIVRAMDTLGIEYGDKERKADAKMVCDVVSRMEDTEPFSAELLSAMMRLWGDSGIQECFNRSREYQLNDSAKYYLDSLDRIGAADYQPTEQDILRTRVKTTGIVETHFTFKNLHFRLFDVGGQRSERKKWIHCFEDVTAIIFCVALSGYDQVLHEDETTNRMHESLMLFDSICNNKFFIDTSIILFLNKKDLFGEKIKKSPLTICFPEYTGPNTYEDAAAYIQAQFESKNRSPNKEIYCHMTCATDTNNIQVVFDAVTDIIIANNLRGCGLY
Mcl1 Bid PPI: Mcl-1/Bid binding inhibitors, primary screen, biochemical, TR-FRET, 1536-well | inhibition, % at 21.7 µM | 0.97% of 220,000 active | Induced myeloid leukemia cell differentiation protein Mcl-1 (Homo sapiens), Q07820 | AID 1021, 2008 | TR-FRET Mcl-1/Bid-Dy647 peptide binding;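 active means compounds that cut the binding signal by more than half at the single screening dose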;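 further: His-tagged Mcl-1 with europium anti-His antibody binding Bid BH3 peptide; 0% = Mcl-1 plus peptide wells and 100% = peptide-only wells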
Target sequence (Q07820 whole entry, looked up): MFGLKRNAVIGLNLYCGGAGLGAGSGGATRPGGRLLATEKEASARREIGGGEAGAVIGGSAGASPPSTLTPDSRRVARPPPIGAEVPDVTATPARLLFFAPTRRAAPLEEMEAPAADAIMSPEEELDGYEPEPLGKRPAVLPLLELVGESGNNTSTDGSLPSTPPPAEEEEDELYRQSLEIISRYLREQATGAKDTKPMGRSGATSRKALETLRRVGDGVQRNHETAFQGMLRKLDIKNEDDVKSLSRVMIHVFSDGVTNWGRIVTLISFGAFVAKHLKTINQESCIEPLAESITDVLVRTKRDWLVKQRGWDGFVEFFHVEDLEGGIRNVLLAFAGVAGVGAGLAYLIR
Bim-Bcl-XL: inhibitors of Bim-Bcl-XL binding, primary screen, biochemical, multiplexed, bead flow cytometry, human Bcl-XL; inhibition, % at 10 µM; Bim peptide-Bcl-XL binding, fluorescence; 0.04% of 190,000 active; Bcl-2-like protein 1 (Homo sapiens), Q07817
RGS4-Gao reg: modulators of RGS4 binding to Galphao, primary screen, biochemical, multiplexed bead flow cytometry | Guanine nucleotide-binding protein G(o) subunit alpha (Homo sapiens), P09471 | actives lie on both sides | binding response (% of control), % at 10 µM | 0.33% of 220,000 active; in the data active means binding response below about 49% or above about 150%; inactive means in between;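 further: fluorescent Galphao activated with aluminum fluoride binding bead-coupled RGS4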
Bim-Bfl-1: inhibitors of Bim binding to Bfl-1, primary screen, biochemical, multiplexed, bead-based flow cytometry | inhibition, % at 10 µM | Bim-Bfl-1 binding inhibition | Bcl-2-related protein A1 (Homo sapiens), Q16548 | 0.12% of 190,000 active;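 further: 0% = wells without compound plus tracer and 100% = blocker peptide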
Bim-Bcl-W: inhibitors of Bim binding to Bcl-W, primary screen, biochemical, multiplexed, bead-based flow cytometry. Bim peptide-Bcl-W binding. inhibition, % at 10 µM. 0.02% of 190,000 active. AID 952, 2007;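 further: 0% = bound tracer without compound and 100% = peptide blocker; higher means less fluorescent Bim peptide bound to Bcl-W beads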
Mcl-1 Bim block: inhibitors of Bim peptide binding to Mcl-1, primary screen, biochemical, bead-based flow cytometry, multiplex | Induced myeloid leukemia cell differentiation protein Mcl-1 (Homo sapiens), Q07820 | Bim peptide-Mcl-1 binding | inhibition, % at 10 µM | 0.1% of 190,000 active;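 further: 0% = no compound tracer wells and 100% = peptide blocker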
RGS8-Gao reg: RGS8-Galphao binding modulators, primary screen, biochemical, multiplexed bead flow cytometry; response (percent of control binding), % at 10 µM; 0.34% of 220,000 active; actives lie on both sides; AID 1423, 2008; in the data active means response below about 60% or above about 140%; inactive means in between;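 further: Galphao activated as the GDP aluminium fluoride complex binding bead-coupled RGS8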
Bcl-B Bim block: inhibitors of Bim-Bcl-B binding, primary screen, biochemical, multiplexed, human Bcl-2 family; Bcl-2-like protein 10 (Homo sapiens), Q9HD36; bead-based flow cytometry, Bim peptide-Bcl-B binding; inhibition, % at 10 µM; 0.073% of 190,000 active;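 further: 0% = tracer peptide without compound and 100% = reference inhibitor peptide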
GSH bead fluor: compound fluorescence on glutathione beads, profiling panel, artefact control, biophysical, 488/530 nm, flow cytometry; AID 1776, 2009; fluorescence (KMESF) at 10 µM; GSH beads flow cytometry, compound fluorescence 488/530 nm; hits give high values; 0.25% of 190,000 active; in the data active means fluorescence above about 89;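 further: glutathione beads carrying GST-tagged Bcl family fusion proteins plus one bare bead set; values are compound well signal with DMSO vehicle wells as background; inactives centre near 16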
Active calls of the source: *; ? = inconclusive; & = joins results of further samples. Unless noted, no stated cut-off is given here; in the data, active means inhibition above about 40%.

SMILES	Bcl-2 Bim block	RGS7-Gao	Mcl1 Bid PPI	Bim-Bcl-XL	RGS4-Gao reg	Bim-Bfl-1	Bim-Bcl-W	Mcl-1 Bim block	RGS8-Gao reg	Bcl-B Bim block	GSH bead fluor
O=C(COc1ccc(Cl)cc1Cl)N1CCCN(C(=O)COc2ccc(Cl)cc2Cl)CC1	-20	99	16	-8	106	-12	2	-38	98	-19	38
Cc1ccc2nc(Nc3ccccc3O)nc(-c3ccccc3)c2c1	5	91	-12	5	85	6	4	6	92	4	3
c1ccc(Nc2ccccc2Nc2ccccn2)nc1	-12	100	3	-2	98	-17	2	-3	102	-6	24
CC(=O)N1CCN2C(=O)C1CCCC(=O)c1cc(C)ccc12 (stereo not drawn)	2	99	-4	1	102	0	1	0	104	-4	20
Cc1cccc(-n2nnnc2SCc2csc(-c3ccccc3)n2)c1	-4	109	-38	-4	106	-2	-4	-7	107	-12	17
CN(CCc1ccccn1)C(=O)CCC1CCCN(C(=O)c2ccsc2)C1 (stereo not drawn)	-2	98	-45	0	98	-9	0	1	99	-6	18
O=C(Cn1c(-c2cscn2)nc2ccccc21)Nc1cc(F)ccc1F	-1	108	-3	0	111	-9	1	-1	104	-6	10
COc1cc(OC)c(C(=O)OCC(=O)Nc2cc(C)on2)cc1OC	-3	?	-16	-2	100	-4	0	0	101	-2	14
Cc1nonc1NC(=O)c1ccccc1Br	-10	99	-6	-15	99	-14	0	5	99	-7	36
COc1cccc(N2CCN(C(=O)c3ccc(=O)oc3)CC2C)c1 (stereo not drawn)	-2	109	-10	1	109	-1	-5	-2	116	-2	12
S=C1NNC2(CC3CC2C2CCCC32)NN1 (stereo not drawn)	1	?	-63	-4	97	2	0	-2	100	-23	11
CCn1c(=O)cc(SCC(=O)NCCC2=CCCCC2)c2ccccc21	8	97	1	0	97	1	1	1	100	-1	21
O=C(CNC(=O)c1ccc(Cl)cc1)NCC(F)(F)F	-3	103	-22	-4	100	0	-2	-3	99	-3	6
Cc1ccc(C(=O)Nc2ccc(C)c(S(=O)(=O)N(C)C)c2)s1	1	99	-11	-1	98	-1	-1	0	101	0	6
O=S(=O)(Nc1ncccn1)c1ccc(NC(=S)NCCc2ccccc2)cc1	1	94	-25	-2	100	-3	0	0	101	0	10
CN(C)c1ccc(C2CC(=O)NC3=C2C(=O)CC(C)(C)C3)cc1 (stereo not drawn)	-2	101	-36	-3	104	0	1	-1	102	-2	22
O=S(=O)(c1ccccc1S(=O)(=O)N1CCCCC1)N1CCCCC1	-1	99	0	-1	103	0	0	0	102	-2	17
CCc1cc2c(nc1CC)CCN(CC/C(C)=N/O[C@@H](C)c1cc(-c3c(C)cc(C)cc3C)no1)C2	-5	104	-4	-8	105	-2	-9	-8	112	-6	20
CCOC(=O)N1CCC(Nc2c(NCCCOC)c(=O)c2=O)CC1	2	97	-14	1	97	-2	0	3	100	0	28
CC(CC(=O)Nc1cccc(Cl)c1)c1ccccc1 (stereo not drawn)	-1	104	4	-7	108	-2	-4	-5	107	-6	11
Cc1occc1C(=O)Nc1ccc2c(c1)CCC2	-7	94	-23	0	96	-2	0	-3	95	-3	27
CCOC(=O)C1=C(C)NC(=O)NC1c1cccs1 (stereo not drawn)	-6	98	-10	-2	98	-2	-3	0	100	-2	19
CCC(C)NC(=O)Cn1cnc([N+](=O)[O-])c1 (stereo not drawn)	-4	102	-5	-4	100	-4	0	-1	103	-6	15
CCC(c1nnc(SCc2nc3ccccc3s2)n1Cc1ccccc1)N(C)C (stereo not drawn)	-2	96	-39	-5	102	-4	-3	-1	102	-1	18
O=C(NC(=S)Nc1ccc(CN2CCOCC2)cc1)c1ccc([N+](=O)[O-])cc1Cl	-6	?	-19	-5	99	-6	-5	-4	101	-4	15
COc1ccccc1CN1CCNC(=O)C1CC(=O)N(C)Cc1cnccn1 (stereo not drawn)	-6	105	-9	-3	101	-4	-3	-2	103	-4	55
COc1ccc(CCN(C(=O)c2cccc(F)c2)C2CC(=O)N(c3ccc(OC)cc3)C2=O)cc1 (stereo not drawn)	-11	98	-35	-2	99	-4	0	-4	103	-34	12
O=C(Nc1ccccc1F)c1ccc(S(=O)(=O)NCC2CCCO2)cc1 (stereo not drawn)	-5	101	-32	-10	101	-5	-6	-4	108	-9	24
Fc1cccc(Cl)c1-c1nnc2ccc(C(F)(F)F)cn12	2	104	3	-1	104	-4	0	0	100	-1	8
Cc1ccc(N(C(=O)Cc2cccs2)C(C(=O)NCC2CCCO2)c2ccncc2)cc1 (stereo not drawn)	-2	101	-10	2	100	-3	3	6	100	-4	11
COc1cc(C(=O)Nc2ccc(S(=O)(=O)Nc3nccc(C)n3)cc2)cc(OC)c1OC	-11	108	-16	-11	93	-19	-2	-6	97	-10	30
Oc1c(C=C2N=c3ccccc3=N2)sc(=S)n1-c1ccc(F)cc1	6&5	115&106	-31&0	0&8	108&107	4&4	1&6	1&9	100&100	-14&-5	9&8
COc1ccc(CCn2c(=S)[nH]c3cc(C(=O)NCc4ccco4)ccc3c2=O)cc1OC	-4	99	52*	-8	98	-10	2	-3	99	-11	27
CCOC(=O)c1ccc(NC(=O)CSc2nnc(C3CCCCC3)n2C)cc1	-10	114	0	5	110	8	2	6	131	5	18
COc1ccc(CCN=CC2=C(O)CC(C)(C)CC2=O)cc1	0	93	-16	-1	95	-2	0	0	100	-2	10
Cc1ccc(-c2nc3ccccc3[nH]2)cc1NC(=O)c1sc2cc(Cl)ccc2c1Cl	-4	102	11	-8	100	-1	-8	-7	101	-6	10
CC(C)N(C(=O)c1sc2cc([N+](=O)[O-])ccc2c1Cl)C(C)C	-2	110	97*	-11	106	-5	2	-2	108	-5	62
Cc1noc(C)c1C(=O)N1CCN(c2cccc(Cl)c2)CC1	-8	120	-13	0	125	-13	-3	-1	124	-7	11
OC(c1ccccc1)c1nc2ccccc2s1 (stereo not drawn)	-2	99	-19	2	98	-1	-1	0	99	-1	11
CC1(C)S/C(=N/N=C/c2ccco2)NC1=O	13	97	-20	15	96	18	11	8	98	13	8

Taken from above.
Result for `CCOC(=O)c1ccc(NC(=O)CSc2nnc(C3CCCCC3)n2C)cc1` in Mcl-1 Bim block: 6
Result for `Fc1cccc(Cl)c1-c1nnc2ccc(C(F)(F)F)cn12` in Bcl-B Bim block: -1
Result for `COc1ccccc1CN1CCNC(=O)C1CC(=O)N(C)Cc1cnccn1` (stereo not drawn) in Mcl1 Bid PPI: -9

Other entries:
SMILES	Bcl-2 Bim block	RGS7-Gao	Mcl1 Bid PPI	Bim-Bcl-XL	RGS4-Gao reg	Bim-Bfl-1	Bim-Bcl-W	Mcl-1 Bim block	RGS8-Gao reg	Bcl-B Bim block	GSH bead fluor
Cc1ccc(-n2nnnc2-c2ccccc2)cc1	4	116	-5	-1	105	2	1	2	96	0	7
CSc1oc(-c2ccccc2)nc1S(=O)(=O)c1ccc(C)cc1	-1	81	-2	-1	88	-7	1	-3	80	-1	21
C=CCn1c(SCC(=O)Nc2sccc2C(N)=O)nc2sc(C)c(C)c2c1=O	-4	101	52*	-4	100	-3	-5	-3	99	-8	18
CN(CCCn1c(=S)[nH]c2ncccc2c1=O)Cc1ccccc1	-10	99	-48	-8	99	-16	-5	-4	98	-11	25
CCOc1ccc(S(=O)(=O)N(C)C)cc1-c1nc2c(C(C)(C)C)nn(C)c2c(=O)[nH]1	5	101	-12	5	104	5	25	36	92	4	10
CCCOCC(O)CC(CC)C(=O)NNC(=S)Nc1ccccc1 (stereo not drawn)	-5	100	-10	-4	97	0	-1	-3	99	-8	13
O=C(Nc1ccccc1-c1nnn(CC(=O)N2CCCc3ccccc32)n1)c1ccco1	-6	102	11	3	102	1	-1	-3	101	0	16
CN1CCN(C(=O)/C(=C\c2ccccc2)c2ccccc2)CC1	-10	105	-24	3	114	-10	1	-2	107	-9	44
c1ccc(Cn2nnnc2C(c2cccs2)N2CCc3ccccc3C2)cc1 (stereo not drawn)	1	102	13	-2	105	-1	-3	2	101	1	8
OC(COc1ccccc1)CN1CCN(Cc2ccc3c(c2)OCO3)CC1 (stereo not drawn)	-1	122	11	1	91	-2	2	3	88	-1	14
CCc1sc(/C=C(/C#N)C(N)=S)cc1[N+](=O)[O-]	5	104	-25	11	104	5	3	39	102	3	3
COCCNC(=O)C(c1ccc(C)o1)N(CC1CCCO1)C(=O)Cn1nnc2ccccc21 (stereo not drawn)	-7	104	-24	-7	103	-16	0	-7	105	-11	34
Cc1oc(-c2ccccc2F)nc1CS(=O)(=O)CC(=O)N1CCOCC1	-10	101	-3	0	101	-10	0	0	100	-6	12
Cc1ccc(N2C(=O)CCC2(C(N)=O)c2ccccc2)cc1 (stereo not drawn)	-1	109	-28	-4	101	-2	0	1	101	0	13
CCCn1nnc(NC(=O)c2ccccc2Br)n1	0	103	-11	0	98	2	0	-1	99	2	17
O=C(O)CSc1nc2ccc(Cl)cc2[nH]1	-14	101	2	-11	99	-25	-10	-7	99	-15	29
O=C(CSc1ccc2nnc(-c3ccccn3)n2n1)Nc1ccc2c(c1)OCO2	-2	96	-19	13	91	-8	13	8	90	8	18
Cc1ccc(-n2nc3ccc(NC(=O)c4ccco4)cc3n2)cc1	-8	96	66*	-4	96	-6	5	0	97	-8	47
O=C(NCC(=O)N(c1cccc(F)c1)C(C(=O)NCC1CCCO1)c1ccccc1)c1ccco1 (stereo not drawn)	-2	98	3	3	100	0	2	4	101	0	15
CCC(C)NS(=O)(=O)c1ccc(NC(=O)C(Sc2ccccc2)c2ccccc2)cc1 (stereo not drawn)	-5	101	-3	-21	102	-2	-10	-8	87	-9	21
COc1ccc(CNC(=O)CSc2ncnc3nc[nH]c23)cc1	-14	104	-2	-7	108	-18	-3	-3	102	-11	29
O=C(NC(=S)N1CCN(c2ccc(C(F)(F)F)cc2[N+](=O)[O-])CC1)c1cccs1	4	103	-65	-5	104	0	-15	-20	100	6	10
CCOc1ccc2c(c1)nc(SCC(=O)c1ccc(Br)s1)n2C	1	103	-17	-1	99	-1	0	3	99	0	18
CCN(CC)P(=O)(Nc1ccccc1Br)c1ccc(N(C)C)cc1NC(=O)c1ccco1 (stereo not drawn)	2	104	-20	-1	103	6	-1	-1	96	1	10
Cn1cnnc1Sc1ccc(C(=O)NCCC(c2ccccc2)c2ccccc2)cc1[N+](=O)[O-]	-3	93	-55	-5	92	0	-3	0	96	-3	13

Single records (already shown). Values in the order: Bcl-2 Bim block	RGS7-Gao	Mcl1 Bid PPI	Bim-Bcl-XL	RGS4-Gao reg	Bim-Bfl-1	Bim-Bcl-W	Mcl-1 Bim block	RGS8-Gao reg	Bcl-B Bim block	GSH bead fluor
CCOC(=O)c1ccc(NC(=O)CSc2nnc(C3CCCCC3)n2C)cc1 in the list: -10	114	0	5	110	8	2	6	131	5	18
CCC(C)NC(=O)Cn1cnc([N+](=O)[O-])c1 (stereo not drawn) in the list: -4	102	-5	-4	100	-4	0	-1	103	-6	15
